# KCNQ1 block: human KCNQ1 channel inhibition; P51787; B-score at 10 µM; CHO-K1 KCNQ1, FluxOR thallium flux fluorescence; active compounds read high; 310,000 tested, 1.3% active;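 active = compounds whose thallium flux B-score, printed positive for inhibition, exceeds three library SD while starting fluorescence stays within three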;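 note: channel opened by potassium depolarization with thallium stimulus after 20 min compound exposure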
# Target sequence (P51787 whole entry, looked up): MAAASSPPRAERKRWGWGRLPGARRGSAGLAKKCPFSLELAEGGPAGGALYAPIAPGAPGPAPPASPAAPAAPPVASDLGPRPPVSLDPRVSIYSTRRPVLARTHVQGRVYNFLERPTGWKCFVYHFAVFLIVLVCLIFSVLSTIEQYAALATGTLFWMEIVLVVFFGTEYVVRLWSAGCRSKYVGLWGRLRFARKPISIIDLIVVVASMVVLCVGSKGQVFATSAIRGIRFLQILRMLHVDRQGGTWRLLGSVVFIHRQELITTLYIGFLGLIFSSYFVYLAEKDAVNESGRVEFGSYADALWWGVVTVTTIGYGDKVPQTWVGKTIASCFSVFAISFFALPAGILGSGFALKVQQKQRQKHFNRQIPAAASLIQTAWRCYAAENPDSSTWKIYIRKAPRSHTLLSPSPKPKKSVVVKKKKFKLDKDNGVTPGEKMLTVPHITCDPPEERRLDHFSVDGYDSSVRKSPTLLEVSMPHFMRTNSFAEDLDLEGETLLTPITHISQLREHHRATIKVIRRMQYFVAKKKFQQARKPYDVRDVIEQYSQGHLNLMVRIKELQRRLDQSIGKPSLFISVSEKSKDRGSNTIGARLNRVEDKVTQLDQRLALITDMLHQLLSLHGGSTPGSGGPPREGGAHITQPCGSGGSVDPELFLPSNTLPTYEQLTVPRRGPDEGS
# hERG rescue: hERG (human) protection from proarrhythmic block | CHO-hERG, FluxOR thallium flux, dofetilide IC70 present | 310,000 tested, 0.51% active | activation (rescue from dofetilide block), less the hit threshold, % at 10 µM | Q12809 | AID 1511;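 active = activation above the mean of controls blocked by dofetilide plus 5 SD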;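 note: thallium influx through hERG after potassium depolarization seen as dye fluorescence rise; in these data hits start at about 4.7%; inactives centre near -7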
# KCNQ1 act: potentiates or activates the human KCNQ1 potassium channel. P51787. CHO-K1 KCNQ1, thallium flux FluxOR fluorescence; active compounds read high. B-score at 10 µM. 310,000 tested, 0.35% active;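 active = fluorescence ratio B-score, a plate-corrected score, at least three library SD, with initial intensity B-score within 5 SD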
#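 Assay system: stable KCNQ1 CHO-K1 line; medium: assay buffer, equal DMSO in all wells; timing: 90 min dye loading and 20 min compound exposure, both at room temperature; technique: kinetic FluxOR thallium fluorescence, 10-s 1-Hz baseline, 110-s post-stimulus read; read-out basis: B score of baseline-normalized fluorescence ratio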
# GSK3 alpha inh: human GSK-3 alpha kinase inhibition; P49840; ADP-Glo luminescence, 60 min; inhibition, % at 10 µM; 320,000 tested, 0.1% active;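 in the data active = inhibition above about 50%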;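 note: GST-tagged GSK-3 alpha with peptide substrate and 25 µM ATP; 0% = DMSO neutral wells and 100% = GW8510 positive control wells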
# PolyA inh: yeast polyadenylation inhibition | S. cerevisiae SKY197-pL101 polyadenylation reporter, beta-gal luminescence; efflux-impaired pdr1/pdr3 knockout yeast; score 100 = 6 SD above DMSO | calls only at 12 µM | 300,000 tested, 0.02% active;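 active = lowest replicate activity score at least 50, where 100 means six control SD above control mean; inconclusive = lowest score under 50 but half or more replicates reach 50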;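 note: yeast exposed to compound for 9 h at 30 °C; higher score means more reporter readthrough which indicates perturbed polyadenylation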
# GSK3beta inhib: inhibitors of human GSK3beta kinase | GST-GSK3beta kinase, ADP-Glo luminescence, 60 min; active compounds read low | activity score (negative = inhibition), % at 10 µM | 300,000 tested, 0.038% active | AID 2097;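 active = more than half of replicate wells score below -50%, meaning over 50% inhibition versus plate controls; inconclusive = some replicates but at most half score below -50%; inactive = no replicate scores below -50%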;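 note: 0% = median DMSO wells and -100% = median GW8510 positive control wells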
#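 Assay system: GST-fused GSK3beta enzyme, cell-free / Medium: Tris pH 7.5 buffer with MgCl2, DTT, BSA, heparin / Also added: peptide substrate plus 25 µM ATP (final) / Compound: 10 µM single point / Timing: kinase reaction with compound 60 min at room temperature / Detection: ADP-Glo luminescence / Benchmarks: DMSO neutral wells and GW8510 at 20 µM as positive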
# KCNK9 block: inhibitors of human KCNK9 two-pore domain potassium channel; HEK293 KCNK9, FluxOR thallium flux fluorescence; active compounds read low; 310,000 tested, 1.2% active; B-score at 10 µM; Q9NPC2;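 active = ratio B-score over 3 SD below the library mean, with starting fluorescence within 5 SD of its mean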;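 note: negative B-score means less thallium flux so channel inhibition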
# HDAC3 inh: blocks human histone deacetylase 3 | O15379 | recombinant HDAC3, fluorogenic peptide/trypsin coupled, fluorescence | AID 2718 | 320,000 tested, 0.15% active | inhibition, % at 8.3 µM; in the data active = inhibition above about 26%, passing the limit was not always enough; inconclusive = no clear call, values can overlap the other calls
# Target sequence (O15379 whole entry, looked up): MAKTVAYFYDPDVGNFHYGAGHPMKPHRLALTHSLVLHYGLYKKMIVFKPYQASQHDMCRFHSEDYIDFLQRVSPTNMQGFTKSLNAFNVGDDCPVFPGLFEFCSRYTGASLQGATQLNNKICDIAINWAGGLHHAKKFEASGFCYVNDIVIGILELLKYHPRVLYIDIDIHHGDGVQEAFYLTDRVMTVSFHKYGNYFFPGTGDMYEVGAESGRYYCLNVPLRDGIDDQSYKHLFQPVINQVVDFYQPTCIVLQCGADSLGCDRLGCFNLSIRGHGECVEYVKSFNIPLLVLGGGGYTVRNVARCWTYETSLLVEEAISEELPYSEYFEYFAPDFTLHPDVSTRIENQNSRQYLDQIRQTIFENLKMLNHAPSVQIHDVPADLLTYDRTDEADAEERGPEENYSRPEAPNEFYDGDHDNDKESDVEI
# KCNK3 block: human KCNK3 channel inhibition, primary screen; O14649; CHO-KCNK3 thallium flux, FluxOR fluorescence; active compounds read low; B-score at 10 µM; 340,000 tested, 0.84% active; AID 602410;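 active = B-score under library mean minus 4 SD, starting fluorescence ratio at most library mean plus 5 SD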;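 note: more negative B-score means stronger inhibition of thallium flux through KCNK3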
# Dyrk1A ADPGlo: Dyrk1A (rat) kinase inhibition. Q63470. ADP-Glo luminescence, NFATc1 peptide. inhibition, % at 12.5 µM. 310,000 tested, 0.43% active. AID 504441; in the data active = inhibition above about 50%;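 note: plate controls were vehicle with enzyme for no effect and no enzyme for full effect; many of its hits are not listed in these tables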
# RGS4 pot: potentiators or activators of RGS4 | HEK293 M3R/inducible RGS4, carbachol calcium flux Fluo4; active compounds read low | B-score at 10 µM | 310,000 tested, 0.92% active;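 active = B-score of the integrated calcium signal more than 4 SD below the library mean, with starting fluorescence not abnormally high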;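 note: negative B-score means reduced calcium response which marks RGS4 activation or potentiation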
#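 Also added: carbachol at ECmax as muscarinic agonist stimulus; Assay system: HEK293 cells with stable M3R and inducible RGS4; Timing: overnight RGS4 induction, 30 min dye load 37 °C, 20 min compound RT; Measured by: Fluo4-AM (2 µM) calcium-flux fluorescence, kinetic read.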
# An asterisk follows results filed as active; i = inactive; ? = inconclusive; . = no result given.
# A first look:
SMILES,KCNQ1 block,hERG rescue,KCNQ1 act,GSK3 alpha inh,PolyA inh,GSK3beta inhib,KCNK9 block,HDAC3 inh,KCNK3 block,Dyrk1A ADPGlo,RGS4 pot
CNC(=S)Nc1ccc(-c2nc3ccc(C)cc3s2)cc1,i,-13,i,-5,i,-3,i,-4,i,6,i
CCOc1ccccc1CNC(=O)c1nn(CC)cc1[N+](=O)[O-],i,-3,i,-10,i,7,i,-11,i,2,i
NS(=O)(=O)c1ccc(NC(=O)N[C@@H](Cc2ccccc2)C(=O)O)cc1,i,-7,i,.,i,-1,i,.,i,8,i

# The list itself (from the top)
SMILES,KCNQ1 block,hERG rescue,KCNQ1 act,GSK3 alpha inh,PolyA inh,GSK3beta inhib,KCNK9 block,HDAC3 inh,KCNK3 block,Dyrk1A ADPGlo,RGS4 pot
CNC(=S)Nc1ccc(-c2nc3ccc(C)cc3s2)cc1,i,-13,i,-5,i,-3,i,-4,i,6,i
CCOc1ccccc1CNC(=O)c1nn(CC)cc1[N+](=O)[O-],i,-3,i,-10,i,7,i,-11,i,2,i
NS(=O)(=O)c1ccc(NC(=O)N[C@@H](Cc2ccccc2)C(=O)O)cc1,i,-7,i,.,i,-1,i,.,i,8,i
Cc1ccc(N(CC(=O)N2CCc3ccccc3C2)S(C)(=O)=O)cc1,i,-6,i,-2,i,0,i,-6,i,.,i
CC(=O)NCCNC(=O)C1CCCCN1S(=O)(=O)c1ccccc1 (centres undefined),i,-6,i,0,i,-7,i,2,i,-2,i
Cc1nc2ccc(Cl)cc2c(-c2ccccc2)c1CC(=O)O,i,-3,i,-3,i,-5,i,0,i,-4,i
OCC1CCCN(C(=S)Nc2ccc(OC(F)F)cc2)C1 (centres undefined),i,-2,i,-1,i,3,i,-2,i,-9,i
O=C(Oc1ccc(N2C(=O)C3C4CCC(C4)C3C2=O)cc1)c1ccco1 (centres undefined),i,-10,i,-1,i,-3,i,?,i,1,i
COC(=O)Nc1nc(-c2ccccc2)c(C(=O)c2ccc(Cl)cc2)s1,i,-7,i,2,i,-4,i,1,i,2,i
O=C(COC(=O)CCN=C1NS(=O)(=O)c2ccccc21)NC1CCCCCCC1,i,-18,i,0,i,0,i,8,i,3,i
CCOC(=O)N1CCN(S(=O)(=O)c2cn(C)c(=O)n(C)c2=O)CC1,i,-7,i,3,i,4,i,1,i,3,i
CNC(=O)C1Cc2ccccc2CN1S(=O)(=O)c1ccc(OC)c(OC)c1 (centres undefined),i,-14,i,-2,i,4,i,1,i,8,i
COc1ccc2[nH]c(=O)c(CN(CC3CCCO3)C(=O)Nc3ccc(F)cc3)cc2c1 (centres undefined),i,-13,i,.,i,-2,i,.,i,-8,i
COC(=O)c1ccc(C23CC4(C2)[C@H](CN(Cc2ccc(C(F)(F)F)cc2)[C@@H]4c2ccccc2)C3c2ccccc2)cc1 (some centres undefined),i,-6,i,-2,i,1,i,7,i,0,i
O=C(CCS(=O)(=O)c1ccccc1)N(CCCN1CCOCC1)c1nc2c(F)cccc2s1,i,-9,i,-1,i,5,i,-2,i,.,i
CCOC(=O)c1ccc(S(=O)(=O)N2CCN(C(C)=O)CC2)cc1,i,3,i,.,i,4,i,.,i,11,i
O=C(Cn1nc(-c2ccccc2)ccc1=O)NCc1ccc2c(c1)OCO2,i,-2,i,5,i,-1,i,3,i,1,i
CCCn1c(=O)c(C(=O)NCc2ccc3c(c2)OCO3)c(O)c2ccccc21,8*,-4,i,-2,i,-20,i,0,i,.,i
CC(/C=N/NC(=O)c1cccs1)=C\c1ccccc1,i,-3,i,0,i,2,i,8,i,1,i
Nn1c(Cc2cccc3ccccc23)nnc1SCCOc1ccc(F)cc1,i,-7,i,-4,i,1,-7.9*,4,i,-6,i
COc1ccccc1C1CCN(Cc2c(C)[nH]c3ccccc23)CC1,i,-16,i,2,i,-3,i,4,i,2,i
CC(C)Oc1ccc(/C=N/NC(=O)C2CCCN2S(=O)(=O)c2ccc(Cl)cc2)cc1 (centres undefined),i,-12,i,3,i,3,i,2,i,1,i
Cc1nnc(SCC(=O)NC(=O)NCCC(C)C)s1,i,-6,i,-3,i,-13,i,0,i,1,i
COc1ccc(S(=O)(=O)N(C)CC(=O)Nc2ccc3c(c2)OCO3)cc1,i,-15,i,-3,i,-1,i,-4,i,-5,i
CCOc1ccc(NC(=O)CSC(N)=O)cc1,i,-2,i,-4,i,-2,i,16,i,13,i
CCOC(=O)c1cc(NC(=O)c2cccs2)ccc1N1CCOCC1,i,4.7*,i,-1,i,5,i,6,i,-2,i
Cc1ccc(C(=O)NC2CCCCCC2)cc1N1CCCC1=O,i,-7,i,-1,i,0,i,7,i,-9,i
COC(=O)CSC(C)C(=O)Nc1nnc(C(C)C)s1 (centres undefined),i,-5,i,-1,i,2,i,-4,i,0,i
CCOC(=O)C1=C(CNCc2ccccc2Cl)NC(=O)NC1c1ccc2c(c1)OCO2 (centres undefined),i,-2,i,11,i,-5,i,-7,i,0,i
Cc1ccc(C(=O)c2cncc(Br)c2)cc1,i,-8,i,-7,i,1,i,-5,i,6,i
COc1ccc(NC(=O)CSc2nnnn2C2CCCCC2)cc1,i,-10,i,0,i,3,i,7,i,-1,i
Cc1[nH]ncc1-c1nc2ccccc2[nH]1,i,-7,i,8,i,2,i,2,i,35,i
CCn1c(=O)cc(SCC(=O)N2CCN(c3ccccc3OC)CC2)c2ccccc21,i,-17,i,-2,i,2,i,7,i,-1,i
COCCNC(=O)c1cc2c3ccccc3n(C)c2s1,i,-7,i,4,i,-11,i,7,i,8,i
COCCNC(=O)c1ccc2c(c1)ncn2-c1ccc(C)c(Cl)c1,i,-7,i,1,i,-1,i,4,i,5,i
CCN(CC)c1ccc(-c2n[nH]c(=S)n2-c2ccccc2)cc1,i,-4,i,-2,i,1,i,4,i,5,i
CC(=O)N1c2ccc(S(=O)(=O)N3CCC(C(=O)NC4CCC(C)CC4)CC3)cc2CC1C (centres undefined),i,-7,i,-1,i,-1,i,7,i,.,i
COc1ccc(NC(=O)c2ccco2)cc1NC(=O)c1ccc(C)cc1,i,-8,i,0,i,1,i,6,i,-3,i
CCOC(=O)NNC(=O)c1[nH]c2ccc(Br)cc2c1-c1ccccc1,i,-6,i,-2,i,-2,i,3,i,15,i
FC(F)Sc1ccc(NC(=S)NCC2CCCCC2)cc1,9*,-16,i,-3,i,4,-7.3*,?,i,0,i
Cc1ccc(CN(C(=O)CNC(=O)c2cccs2)C(C(=O)NCC2CCCO2)c2ccccc2)cc1 (centres undefined),i,-5,i,2,i,2,i,3,i,-2,i
CC(C)[C@H](NC(=O)c1ccco1)C(=O)OCC(=O)Nc1ccccc1OC(F)F,i,1,i,1,i,-1,i,-3,i,.,i
CCn1cnc2c1c(=O)n(CC(=O)NCc1ccccc1)c(=O)n2Cc1ccccc1,i,-7,i,0,i,2,i,-2,i,3,i
CC(/C=N/NC(=O)c1cc(-c2cccn2C)n[nH]1)=C\c1ccccc1,i,-11,i,-2,i,-1,i,12,i,.,i
COc1cc(CNc2cccc(F)c2)cc(Br)c1O,i,-11,i,-2,i,3,i,5,i,-2,i

# Records listed so far marked active in KCNK9 block:
Structure	KCNQ1 block	GSK3 alpha inh	PolyA inh	GSK3beta inhib	KCNK9 block	HDAC3 inh	KCNK3 block	Dyrk1A ADPGlo
Nn1c(Cc2cccc3ccccc23)nnc1SCCOc1ccc(F)cc1	i	-4	i	1	-7.9*	4	i	-6
FC(F)Sc1ccc(NC(=S)NCC2CCCCC2)cc1	9*	-3	i	4	-7.3*	?	i	0

# (cont.)
SMILES,KCNQ1 block,hERG rescue,KCNQ1 act,GSK3 alpha inh,PolyA inh,GSK3beta inhib,KCNK9 block,HDAC3 inh,KCNK3 block,Dyrk1A ADPGlo,RGS4 pot
COc1ccc(OC)c(CC(NC(C)=O)C(=O)NC2CCN(C(=O)c3cccc(C)c3)CC2)c1 (centres undefined),i,-11,i,.,i,-1,i,.,i,-2,i
CNc1nc(C)cc(C)c1S(=O)(=O)c1ccc(Cl)cc1,i,-6,i,.,i,-3,i,2,i,3,i
COc1ccc(/C=C2/C(=O)N(c3nc4ccccc4s3)N=C2CSc2ccc(Cl)cc2)cc1,i,-7,i,-5,i,0,i,-7,i,4,i
O=C(COc1ccc(Cl)cc1Br)N1CCN(S(=O)(=O)c2ccccc2)CC1,i,-8,i,.,i,2,i,-4,i,-2,i
O=C(CN1CCN(C(=O)N2CCOCC2)CC1)Nc1ccc(Br)cc1,i,-6,i,0,i,1,i,0,i,-2,i
CCOC(=O)N1CCN(C(=O)CCc2ccc(S(=O)(=O)NCC(C)C)cc2)CC1,i,-2,i,-2,i,1,i,-1,i,4,i
COc1ccc(CN(Cc2nc3ccccc3c(=O)[nH]2)C(=O)NC2CCCCC2)cc1,i,-7,i,0,i,0,i,7,i,.,i
COc1ccc(CCN(C)C(=O)CSc2nnc(C3CC3)n2N)cc1OC,i,-7,i,1,i,-1,i,1,i,5,i
O=C(N/N=C/c1ccccn1)c1ccc(Br)cc1,i,-6,i,1,i,-1,i,3,i,-3,i
CCOC(=O)c1c(C)[nH]c(C(=O)COc2ccc3c(c2)OCO3)c1C,i,-3,i,-1,i,2,i,12,i,-4,i
Cc1cc(C(=O)N2CCN(c3ccccc3)CC2)c(C)o1,i,-8,i,2,i,2,i,1,i,-5,i
CSc1nccc(Oc2ccccc2Cl)n1,i,-8,i,-2,i,2,i,1,i,.,i

# Full records from above.
# Profile of Cc1cc(C(=O)N2CCN(c3ccccc3)CC2)c(C)o1 = KCNQ1 block: i; hERG rescue: -8; KCNQ1 act: i; GSK3 alpha inh: 2; PolyA inh: i; GSK3beta inhib: 2; KCNK9 block: i; HDAC3 inh: 1; KCNK3 block: i; Dyrk1A ADPGlo: -5; RGS4 pot: i
# Profile of COc1ccc(CN(Cc2nc3ccccc3c(=O)[nH]2)C(=O)NC2CCCCC2)cc1 = KCNQ1 block: i; hERG rescue: -7; KCNQ1 act: i; GSK3 alpha inh: 0; PolyA inh: i; GSK3beta inhib: 0; KCNK9 block: i; HDAC3 inh: 7; KCNK3 block: i; Dyrk1A ADPGlo: .; RGS4 pot: i

# Bioassay records (PubChem)

# Some of the compounds tested, so the mix of outcomes need not match the whole.
